Screening results as filed in PubChem.
STEP inh: blocks human striatal-enriched tyrosine phosphatase; actives 0.25% (n = 360,000); recombinant STEP, OMFP fluorogenic substrate, fluorescence; inhibition, % at 20 µM; P54829;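 active = inhibition at 20 µM, scaled per plate between control wells, above about 37%, limit read from the data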;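 also: 0% = DMSO with enzyme and substrate and 100% = substrate only without enzyme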
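System: STEP (striatal-enriched tyrosine phosphatase) enzyme, cell-free; medium: Bis-Tris pH 6.0 buffer with DTT, detergent; dosing: 20 µM, 1% DMSO; times: reaction 20 min, ambient temperature; detection: fluorescence, 480/540 nm; read-out basis: normalized % inhibition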
NadD inh: inhibitors of Staphylococcus aureus NadD; purified NadD enzyme, colorimetric absorbance read-out; inhibition, % at 20 µM; actives 0.78% (n = 360,000); in the data active = inhibition above about 26%; also: some compounds past the cut are filed as inactive
DNMT1 inh: blocks human DNA methyltransferase DNMT1 | P26358 | DNMT1 molecular beacon, Hinp1I cleavage, fluorescence | inhibition (reported as % activation of signal), % at 10 µM | actives 0.83% (n = 360,000); in the data active = inhibition above about 50%
Neddylation inh: blocks human cullin neddylation; P61081+Q13564; TR-FRET cullin neddylation, biochemical; calls only at 25 µM; actives 0.58% (n = 360,000); AID 651699; in the data active = inhibition above about 36%
Target sequence (P61081 whole entry, looked up): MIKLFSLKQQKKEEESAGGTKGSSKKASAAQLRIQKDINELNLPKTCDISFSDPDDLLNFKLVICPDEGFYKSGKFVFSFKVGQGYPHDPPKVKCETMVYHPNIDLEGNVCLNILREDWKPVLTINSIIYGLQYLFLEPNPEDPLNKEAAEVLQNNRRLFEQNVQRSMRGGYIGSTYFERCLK
Target sequence (Q13564 whole entry, looked up): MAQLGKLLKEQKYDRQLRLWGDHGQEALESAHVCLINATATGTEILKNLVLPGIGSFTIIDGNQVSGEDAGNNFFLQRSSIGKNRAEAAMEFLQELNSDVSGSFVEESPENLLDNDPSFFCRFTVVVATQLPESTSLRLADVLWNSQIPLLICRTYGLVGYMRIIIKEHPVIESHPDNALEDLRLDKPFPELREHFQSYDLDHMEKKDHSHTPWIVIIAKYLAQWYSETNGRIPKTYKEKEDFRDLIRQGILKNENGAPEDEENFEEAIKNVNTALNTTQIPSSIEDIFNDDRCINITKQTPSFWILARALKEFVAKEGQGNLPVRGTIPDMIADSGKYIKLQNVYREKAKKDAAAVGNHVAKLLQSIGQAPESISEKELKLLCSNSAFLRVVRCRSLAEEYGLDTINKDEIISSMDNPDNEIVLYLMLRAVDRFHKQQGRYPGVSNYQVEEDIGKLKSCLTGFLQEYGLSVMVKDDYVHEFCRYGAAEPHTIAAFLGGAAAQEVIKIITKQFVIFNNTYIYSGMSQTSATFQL
Scp1 inh: blocks human Scp-1 phosphatase activity; inhibition, % at 20 µM; Recombinant Scp1, phosphopeptide, malachite green phosphate absorbance; AID 493091; actives 0.88% (n = 340,000); Q9GZU7;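 active = inhibition above about 50% at 20 µM, limit read from the data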;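 also: plate controls were DMSO wells with enzyme for no effect and wells lacking enzyme for full effect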
Target sequence (Q9GZU7 76-261 limits assumed): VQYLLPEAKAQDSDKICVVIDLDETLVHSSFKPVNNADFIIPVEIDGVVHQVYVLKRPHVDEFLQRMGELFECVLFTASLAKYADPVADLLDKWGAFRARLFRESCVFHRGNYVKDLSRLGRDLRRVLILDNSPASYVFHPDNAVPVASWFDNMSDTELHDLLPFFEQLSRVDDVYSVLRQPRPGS
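Test system: SCP-1 phosphatase catalytic domain, residues 76-261; measured by: colorimetric phosphate reagent with accelerator and stabiliser, absorbance at 630 nm; timing: enzyme reaction 45 min at room temperature, colour 5 min, stabilisation 30 min; also added: Phosphorylated 17-residue peptide substrate; compound dosing: one concentration, 20 µM, with 1.0% DMSO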
NRP1-CendR mod: modulators of CendR peptide binding to human neuropilin-1; O14786; FAM-RPARPAR peptide binding to NRP-1, fluorescence polarization; inhibition, % at 25 µM; actives 0.85% (n = 360,000); AID 602438;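 active = inhibition or corrected inhibition above about 18%, plus a signal ratio from 0.5 to 1.5, limit read from the data, passing the limit was not always enough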; also: strong numbers were not always called active
LMPTP block: blocks human LMPTP phosphatase | P24666 | recombinant LMPTP-A, OMFP fluorogenic substrate, fluorescence intensity | inhibition, % at 20 µM | actives 0.22% (n = 360,000);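 active = compounds that cut the enzyme signal by at least half of the control window in the single-dose screen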;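 also: plate controls were DMSO wells with enzyme plus substrate for no effect and substrate without enzyme for full effect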
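material = LMPTP-A | quantity = 0.625 nM enzyme | reagent = OMFP substrate, 400 µM final | buffer or medium = Bis-Tris pH 6.0, DTT, detergent | detection = endpoint fluorescence intensity from OMFP dephosphorylation | dosing = single 20 µM dose | read-out basis = % inhibition relative to no-enzyme and uninhibited control wells | control set = no-enzyme and uninhibited controls | timing = 50 min at room temperature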
SKN-1 inh: blocks SKN-1 activity in C. elegans; C. elegans VP596 Pgst-4::GFP/RFP ratio, acrylamide-induced, 24 h; inhibition, % at 21.8 µM; actives 0.49% (n = 360,000);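 active = interference check ratio from 0.5 to 1.5 plus GFP to RFP signal ratio inhibition reaching or exceeding a fixed threshold, cut at about 30% in these data, passing the limit was not always enough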; also: some compounds called inactive have numbers as strong as hits
Tb MetRS inh: Trypanosoma brucei MetRS inhibition | purified T. brucei MetRS, ATP depletion, Kinase-Glo luminescence | inhibition, % at 11.9 µM | actives 0.4% (n = 360,000) | AID 624268;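 active = inhibition above a per-plate cutoff of the control wells' mean inhibition plus 3 SD, cut at about 5.5% in these data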;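 also: 0% = DMSO wells median and 100% = median of wells with control inhibitor compound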
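assay system = parasite MetRS enzyme | timing = 15 min preincubation, 2 h reaction, all 25 °C | evaluation = percent inhibition relative to median high and low control wells | medium = HEPES buffer containing pyrophosphatase, BSA, spermine, DTT | compound = single dose, 11.9 µM final nominal, 0.9% final DMSO | detection = Kinase-Glo luminescence, ATP depletion format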
SUMO1 PPI mod: modulators of human SUMO1-mediated protein-protein interactions | P63165 | SUMO1 binding to a labelled peptide, TR-FRET, 1 h | inhibition, % at 20 µM | actives 0.33% (n = 360,000) | AID 602429; in the data active = inhibition above about 37%
Target sequence (P63165 whole entry, looked up): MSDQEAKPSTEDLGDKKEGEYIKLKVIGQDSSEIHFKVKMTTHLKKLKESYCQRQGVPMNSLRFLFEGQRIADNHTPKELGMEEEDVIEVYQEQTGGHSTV
* marks the source's active call; other numbers are inactive results; i = inactive; nt = not tested or not shown; + = active, no number.

SMILES	STEP inh	NadD inh	DNMT1 inh	Neddylation inh	Scp1 inh	NRP1-CendR mod	LMPTP block	SKN-1 inh	Tb MetRS inh	SUMO1 PPI mod
COc1cccc(NC2C=CS(=O)(=O)C2)c1 (stereo unspecified)	2	1	-1	i	-9	-6	-1.7	-27	-1.4	15
Cc1ccc(-c2c(C(=O)N/N=C/c3ccc4c(c3)OCO4)nnn2-c2nonc2N)cc1	-3	17	3	+	-2	0	2.8	-2	0.7	-6
Cc1ccc(NC(=O)CCCCCN2C(=O)[C@@H]3Cc4ccccc4CN3C2=O)c(Cl)c1	-2	-13	-5	i	-11	15	3.1	5	-0.7	13
COc1ccc(CNC(=O)Cn2cc(C(F)(F)F)ccc2=O)cc1	1	-8	2	i	-7	-10	0.8	4	0.5	0
Cc1cccc2cc(CN(Cc3ccco3)C(c3nnnn3CCc3ccccc3)C(C)C)c(=O)[nH]c12 (stereo unspecified)	8	9	-6	i	-2	8	0.8	13	0.2	0
COC(=O)c1cn(NC(=O)Cn2nc([N+](=O)[O-])c(Br)c2C)c(=O)c2ccccc12	2	-12	-3	i	-5	-2	-1.6	3	-0.2	5
Cc1ccc(C)c(NC(=O)CSc2ncnc3nc[nH]c23)c1	0	15	1	i	58*	-7	0.1	13	-0.4	-2
CCC1(C(=O)OC)NC(c2ccco2)C2C(=O)N(c3ccc(F)cc3)C(=O)C21 (stereo unspecified)	-2	6	1	i	-3	-2	1.0	0	-0.5	-8
COc1cccc(CN2CC(C(=O)NCCc3ccccc3C(F)(F)F)CCC2=O)c1 (stereo unspecified)	-2	3	3	i	-1	-4	-0.3	-3	-0.7	-5
CCN(C(=O)CSc1ccc(S(=O)(=O)N2CCOCC2)cn1)c1ccccc1	0	4	9	i	-10	7	-0.7	6	-0.1	0
CC(=O)Nc1ccc(NC(=O)c2cccc(Oc3ccccc3)c2)cc1	0	-17	4	i	-10	-3	1.6	13	0.4	0
Cc1cc(C(=O)N/N=C/c2cn(C)nc2C)c2ccccc2n1	0	-2	3	i	-11	3	-0.8	-4	0.2	5
O=C(Cn1cnc([N+](=O)[O-])c1)c1ccc(F)cc1	3	-1	1	i	4	14	0.1	21	-0.2	-10
O=C(Cn1ncn2c(cc3ccccc32)c1=O)NCc1ccco1	1	8	19	i	44	-36	1.4	8	-0.5	-2
Cc1cc(C)n(-c2nc3nonc3nc2Nc2cccc(C)c2C)n1	-6	3	14	i	-9	-153	-0.6	-7	-1.8	-5
Cc1ccccc1-c1csc(C(O)c2cccc(Cl)c2)n1 (stereo unspecified)	-2	-5	8	i	nt	3	2.2	9	0.0	2
Clc1ccc(-c2nc3ccccc3[nH]2)cn1	1	-15	14	nt	-23	-18	0.4	2	2.4	3
O=C(CNCc1cccc(Cl)c1)N1CCc2ccccc2C1	-1	-9	-5	i	-10	6	-2.2	4	-1.2	3
CCN(CC)S(=O)(=O)c1ccc(OC)c(N)c1	0	-2	1	i	0	-14	0.3	14	-0.6	4
Cc1nc2sccn2c(=O)c1CCN1CCC(=C(c2ccc(F)cc2)c2ccc(F)cc2)CC1	-1	6	59*	i	-4	-17	6.3	8	-1.1	2
CCCCN(C)c1nc(-c2ccco2)c2c(c1C#N)CC(C)(C)OC2	3	22	-19	i	3	-70	0.6	2	0.2	8
COc1ccc(NC2=C(NC(C)=O)C(=O)c3ccccc3C2=O)cc1	2	0	-6	i	-9	-1	2.6	10	-0.8	-38
O=C(O)CCC(=O)Nc1ccc(NC(=O)c2ccc(Cl)cc2Cl)c(Cl)c1	-2	-7	1	i	-1	7	-0.3	0	-0.5	0
CCOc1cc(/C=C2/C(=O)N(c3ccccc3)N=C2C)ccc1OC(=O)c1ccco1	18	22	-3	i	0	-12	8.9	13	-0.3	7
COCCN(Cc1ccco1)C(=O)Cn1ncc2c(=O)oc3ccccc3c21	2	-4	2	i	-7	-6	-1.1	5	0.0	5
CC(=O)c1ccc(N2CCN(C(=O)COc3ccc(F)cc3)CC2)c(F)c1	-2	3	0	i	3	1	-0.5	2	0.2	1
CC1CCCN(Cc2nc3c(c(=O)n(C)c(=O)n3C)n2CC(N)=O)C1 (stereo unspecified)	0	0	3	i	-7	10	2.2	3	-0.1	1
CC1CC(C)CN(CC(O)COCc2ccccc2)C1 (stereo unspecified)	0	-7	3	i	-8	-1	-0.8	-6	-2.5	-3
c1ccc(CN2CCN(c3nc(-c4ccccn4)nc4ccccc34)CC2)cc1	-1	-2	12	i	-9	-11	-2.6	-23	-0.2	0
COc1ccc(-c2nsc3c(N4CCN(S(=O)(=O)c5ccccc5F)CC4)ncnc23)cc1	-2	-1	6	i	22	5	-1.0	-1	-1.5	0

Overlap with the part before: two entries, then new ones.
SMILES	STEP inh	NadD inh	DNMT1 inh	Neddylation inh	Scp1 inh	NRP1-CendR mod	LMPTP block	SKN-1 inh	Tb MetRS inh	SUMO1 PPI mod
c1ccc(CN2CCN(c3nc(-c4ccccn4)nc4ccccc34)CC2)cc1	-1	-2	12	i	-9	-11	-2.6	-23	-0.2	0
COc1ccc(-c2nsc3c(N4CCN(S(=O)(=O)c5ccccc5F)CC4)ncnc23)cc1	-2	-1	6	i	22	5	-1.0	-1	-1.5	0
COC(=O)c1nnn(-c2nonc2N)c1CSc1nc2ccccc2s1	3	-4	-3	i	-4	-3	0.4	3	-1.3	0
COc1ccc(C2C(C#N)=C(N)Oc3cc(O)ccc32)cc1Cl (stereo unspecified)	1	-7	1	+	-6	-33	4.7	-8	1.6	-29
COc1ccc(CNC(=O)C(C)Sc2nc3ccccc3c(=O)n2CC2CCCO2)cc1 (stereo unspecified)	1	-1	4	i	-7	3	0.2	-2	-0.2	-2
Cn1c(=O)c2[nH]c(-c3ccc(S(=O)(=O)O)cc3)nc2n(C)c1=O	2	3	3	nt	-9	-1	-0.3	3	0.6	-1
CN1CCN(c2ccccc2NC(=O)c2cccs2)CC1	6	-8	4	i	-8	4	1.5	1	0.2	3
O=C(CSc1nnc(-c2ccc(Cl)cc2)n1Cc1ccco1)c1cccs1	1	19	4	i	9	-12	2.5	13	0.7	4
O=C(CCC(=O)c1ccc(Cl)cc1)OCc1nc2ccsc2c(=O)[nH]1	3	-1	1	i	-5	-9	-0.3	12	0.0	3
COc1ccccc1CNC(=O)C(CCSC)NC(=O)C1CCC(C)CC1 (stereo unspecified)	0	0	2	i	-4	2	-2.1	5	-0.6	-2
COc1ccc(CCN2C(=NC(=O)C(C)C)SC3CS(=O)(=O)CC32)cc1 (stereo unspecified)	-2	1	0	i	-6	-16	-0.8	-2	-0.1	5
COc1ccccc1-c1c(-c2ccc(O)cc2O)n[nH]c1C(F)(F)F	-5	-6	-2	i	-14	-8	0.7	-9	0.2	3
O=C(Nc1ccc(O)cc1)C1CCCO1 (stereo unspecified)	-2	1	3	i	-9	13	-2.3	2	-1.6	0
O=C(O)/C=C/C(=O)c1ccc2c(c1)NC(=O)CO2	0	4	1	i	-5	4	-1.1	8	-0.2	1
CC(C)C[C@@H](CN=[N+]=[N-])N1CCN(C)CCC1=O	-2	3	2	i	-6	2	-2.5	8	-0.4	29
O=C(Cc1ccccc1)N/N=C/c1cccs1	-3	0	3	i	-1	-5	-1.7	-25	-0.1	-11
Cc1ccc(-c2ccc(SCC(=O)NC3CCCC3)nn2)cc1	0	-4	-1	i	9	5	1.2	-18	-0.5	0
CCOc1cc(/C=N/NC(=O)Cn2nc([N+](=O)[O-])cc2C)cc(Br)c1OCc1ccccc1F	-3	5	8	i	-3	1	1.9	4	-0.5	2
O=C(COc1ccc(Cl)cc1)N(Cc1ccccc1)c1nc(-c2ccccc2)cs1	0	5	31	i	-5	-6	-1.2	21	0.2	0
O=C(NC(=O)N1CCCCC1)c1ccccc1	-1	-6	-3	i	1	26*	-0.3	-11	-1.0	-1
COc1cc(NC(=O)COC(=O)CNC(=O)C23CC4CC(CC(C4)C2)C3)cc(OC)c1	-6	-7	-6	i	0	-1	0.1	-12	-1.0	4
Cc1ccc(NC(=O)CSCC(=O)N(C)Cc2c(F)cccc2Cl)cc1	2	-2	2	i	nt	0	-2.1	15	-0.1	-2
O=C(N=Nc1c(O)[nH]c2ccccc12)c1cccs1	-2	0	1	i	5	-2	0.7	9	-0.6	-13
O=c1[nH]cc(S(=O)(=O)N2CCN(c3ccc(F)cc3)CC2)c(=O)[nH]1	0	0	7	i	nt	-9	-1.6	-21	-0.2	7
COc1ccc(N(CC(=O)Nc2cccc(C)c2C)S(=O)(=O)c2c(C)[nH]c(=O)[nH]c2=O)cc1	2	3	-1	i	-12	-6	-0.7	-1	0.0	4
CN1CCN(C(=O)c2ccc(C(F)(F)F)cc2)CC1	1	1	2	i	-5	4	-1.5	7	-0.3	4
CC(OC(=O)C1CC1C)C(=O)Nc1ccc(Cl)cn1 (stereo unspecified)	0	-2	4	i	1	-2	-2.1	-11	-0.5	5
O=C(COC(=O)C1CCC1)Nc1cccc(Cl)c1	-1	-6	0	i	-5	0	-1.1	-13	-0.7	2
COc1ccc(-c2nc(CC(=O)Nc3cccc(S(=O)(=O)NC4=NCCC4)c3)cs2)cc1	1	2	-4	i	-8	-6	0.3	2	-0.2	1
Cc1cccnc1NC(N)=S	4	-1	-1	i	-17	-6	-0.6	8	-0.7	1
N#CC1(c2nc3ccccc3[nH]2)CC1c1ccc2c(c1)OCO2 (stereo unspecified)	2	6	-4	i	-3	4	0.2	20	4.5	-2
N#Cc1ccccc1C[C@H](N)C(=O)NC[C@H]1O[C@@H](n2ccc(N)nc2=O)[C@H](O)[C@@H]1O	-2	-2	6	i	nt	-7	-1.4	-3	-1.3	1
O=C(Nc1ccn(CCCN2CCN(c3ccccc3)CC2)c(=O)n1)OCc1ccccc1	1	1	2	i	nt	1	1.8	0	0.8	1
COC(=O)C1(C(C[N+](=O)[O-])c2ccc(C)cc2)C(=O)NCC1c1ccco1 (stereo unspecified)	-2	2	0	i	-17	0	-1.1	9	-0.3	2
CCOC(=O)N1CCN(C(=O)c2ccc3c(c2)N=C(C)c2cc(Cl)ccc2S3)CC1	0	5	-2	i	-3	11	0.7	-3	0.2	2

Taken from above:
Under Scp1 inh, Cc1cccnc1NC(N)=S has -17
Under Tb MetRS inh, CC1CC(C)CN(CC(O)COCc2ccccc2)C1 (stereo unspecified) has -2.5
